Screening data deposited in PubChem by University of Kansas High Throughput Screening Laboratory.
Pf apPOL block: Pf-apPOL DNA polymerase inhibition; 0.25% of 210,000 active; inhibition, % at 10 µM; AID 1794808; Recombinant Pf-apPOL, molecular beacon fluorescence, 1.5 h
mHTT CaM bind: disrupts binding of mutant huntingtin to calmodulin | P42858 | AlphaScreen His-mHTT/GST-CaM binding, luminescence | inhibition, % at 15 µM | 3.6% of 190,000 active | AID 1671202;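 further: 0% = both proteins with DMSO and 100% = one protein alone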
An asterisk follows results filed as active; i = inactive; nt = no result given; & = joins results of further samples. No stated cut-off is given here; in the data, active means inhibition above about 50%; inactive means the rest. This is a subset (hit frequency here may not be typical).

SMILES | Pf apPOL block | mHTT CaM bind
O=C(NCc1ccccc1)c1ccccc1CN1C(=O)C2CCCN2C(=O)c2ccccc21 (stereo not given) | 4 | -1
CCOc1ccc(-c2cn(-c3cc(C)cc(C)c3)c(=O)[nH]2)cc1Cl | 1 | 14
O=S(=O)(c1cc(Cl)ccc1Cl)N1CCCc2ccccc21 | -2 | -8
Cc1ccccc1C1C=C(c2cccs2)Nc2ncnn21 (stereo not given) | 0 | 2
CC1=C(C(=O)Nc2ccc(C)cn2)C(c2cccc(Cl)c2Cl)C2=C(CCCC2=O)N1 (stereo not given) | -5&-10 | 6&5
CCC1CCC2(CC1)Nc1ccccc1S2 (stereo not given) | nt | 28
c1ccc(-c2csc3c4ncnc-4ncn23)cc1 | 0 | -1
O=C1C(=Nc2cccnc2)c2cc(Br)ccc2N1CN1CCOCC1 | 1 | 5
O=C(NCc1ccc(F)cc1)c1ccc(SCCN2CCCCC2)nc1 | -8 | -6
O=c1/c(=C/c2ccc(I)o2)sc2n1CN(c1ccccc1)CN=2 | -5 | 8
CN1CCN(c2cc(Oc3ccc(Cl)cc3)ncn2)CC1 | -7 | -2
N#CC1=C(N)Oc2c(oc(CO)cc2=O)C1c1ccc(Br)cc1 (stereo not given) | -6 | -3
CN1[C@H](Cc2ccccc2)COc2cccc(N3CCCC3)c2S1(=O)=O | -8 | 26
N#CCc1nc(-c2ccccc2)cs1 | -6 | 0
O=C(NCCc1ccc(Cl)cc1)C1CCN(S(=O)(=O)N2CCOCC2)CC1 | 1 | -6
Cc1ccccc1OCc1nc(C#N)c(NCCN2CCOCC2)o1 | -4 | 4
Cc1ccc(N(C)N=Cc2ccc(Cl)cc2Cl)nn1 | -7 | nt
Cc1cc(C)cc(C(=O)Nc2c3c(nn2C(C)(C)C)CSC3)c1 | 13 | 24
COC(CNC(=O)c1c[nH]c2ccc(S(=O)(=O)N3CCN(C)CC3)cc2c1=O)OC | -3 | -4
CCN1CCN(C(=O)C2CCCCC2)CC1 | -8 | -8
CC1=NN(c2ccc(S(N)(=O)=O)cc2)C(=O)/C1=C/c1ccc(-c2ccc(C)cc2[N+](=O)[O-])o1 | -4 | 12
CC(C)(C)C(=O)NCC1CCN(C2CCCC2)CC1 | -3 | -2
O=C(Nc1ccccc1-c1ccccc1)c1ccccc1 | -4 | 1
c1coc(CN2CCN(C3CC4CCC3C4)CC2)c1 (stereo not given) | -1 | 0
COc1cccc(C=C2Oc3c(ccc4c3CN(Cc3ccco3)CO4)C2=O)c1 | -32 | 20
COc1cccc(C(=O)Oc2ccc3c(c2)OC(=Cc2cccnc2)C3=O)c1 | -8 | 8
Cc1cc(NC(=O)C2CCN(c3c(C#N)cnc4ccc(F)cc34)CC2)ccc1F | -3 | -6
CCN1c2ccccc2C(=O)NC12CCN(C(=O)Cc1ccccc1C)CC2 | -2 | 0
CCc1csc(C2CCCN(C(=O)NC(C)(C)C)C2)n1 (stereo not given) | -1 | 1
Cc1nc2cc(N=Cc3cc([N+](=O)[O-])ccc3O)ccc2n1Cc1ccccc1 | 2 | 8
O=S(=O)(Nc1ccc(Br)cc1)N1CCCC1 | nt | -9
CCc1cc(-c2n[nH]c(C)c2-c2nc3ccccc3s2)c(O)cc1OC | -1 | 98*
CCn1nccc1C(=O)N1CCCn2cc(-c3cccc(C#N)c3)nc21 | 0 | 15
CCCCN1C(=O)C(C)(C(=O)N2CCN(c3cccc(C)c3C)CC2)Oc2cccnc21 (stereo not given) | 1 | 5
CCc1ccc(/C=C2\C(=O)NC(=O)N2C(C)=O)cc1 | -1 | 9
CC(C)(C)c1cc(C(=O)O)n[nH]1 | -2&3 | -4&-5
CC12CC3(C)CC(C(=O)O)(C1)CC(C(=O)O)(C2)C3 | -5&0 | -2&1
CCC1CN(C(=O)Nc2cc(OC)ccc2OC)c2cc(C)ccc2O1 (stereo not given) | -3 | 5
CSc1nc(-c2ccc(Br)cc2)nn1C(C)=O | -2 | -1
COc1ccc(CNC(=O)C2CCc3sc(C(=O)N4CCOCC4)cc3C2)c(OC)c1 (stereo not given) | -7 | 9

Given with values under each structure: two of the compounds above
Second line of a record – Pf apPOL block, mHTT CaM bind
> c1coc(CN2CCN(C3CC4CCC3C4)CC2)c1 (stereo not given)
 : -1, 0
> COc1cccc(C=C2Oc3c(ccc4c3CN(Cc3ccco3)CO4)C2=O)c1
 : -32, 20

Sorted by formula weight (smallest number first): some entries from above.
SMILES | Pf apPOL block | mHTT CaM bind
c1coc(CN2CCN(C3CC4CCC3C4)CC2)c1 (stereo not given) | -1 | 0
O=C(Nc1ccccc1-c1ccccc1)c1ccccc1 | -4 | 1
O=S(=O)(Nc1ccc(Br)cc1)N1CCCC1 | nt | -9
CCC1CN(C(=O)Nc2cc(OC)ccc2OC)c2cc(C)ccc2O1 (stereo not given) | -3 | 5
CCc1cc(-c2n[nH]c(C)c2-c2nc3ccccc3s2)c(O)cc1OC | -1 | 98*

The list continues:
SMILES | Pf apPOL block | mHTT CaM bind
CCCCOc1ccc(C)cc1CN(CCO)CCO | -4 | -3
COC(=O)c1cc(S(=O)(=O)N2CCC(N3CCCCC3)CC2)cn1C | -3 | 3
O=C(/C(=N/O)n1cncn1)c1ccccc1Cl | -6 | i
C[C@@H]1[C@@H](c2ccccc2)Oc2c(Cl)cccc2S(=O)(=O)N1Cc1ccc(F)cc1 | 2 | 12
COc1ccc(C(=O)N2CCC(C(=O)Nc3cccc(Cl)c3C)CC2)cc1 | -6 | 4
COc1cc2c(cc1OC)C(C(=O)Nc1ccc(F)cc1F)C(c1cccs1)N(C)C2=O (stereo not given) | 0 | 3
CCOc1ccccc1/C=c1\sc2nc(-c3ccc(OC)cc3)nn2c1=O | 1 | -2
CCCn1cnc2c1c(=O)n(CC(C)C)c(=O)n2-c1ccccc1Cl | 6 | 3
Cc1ccc(N2C(=O)C3N=NN(c4ccccc4)C3C2=O)cc1 (stereo not given) | -1 | -19
O=S(=O)(c1cccnc1)N1CCC(n2c(-c3ccoc3)nc3cccnc32)C1 (stereo not given) | 0 | 3
COc1nccc(N2CCC(CC(=O)NCCN3CCN(C)CC3)CC2)n1 | -9 | -3
COCC(=O)N1CCCN(c2nc3c(s2)c(C)nn3-c2ccc(C)cc2)CC1 | 4 | 45
N#Cc1c(NC(=O)c2ccc([N+](=O)[O-])cc2C(=O)O)sc2c1CCCC2 | 6 | 6
O=[N+]([O-])c1ccc(NC2OCC(O)C(O)C2O)cc1 (stereo not given) | -4 | 1
COc1ccc(-c2coc3c4c(ccc3c2=O)OCN(CCN2CCOCC2)C4)cc1OC | -7 | 0
COc1ccc(CN2C(=O)c3ccccc3C2C(=O)NC2CCCC2)cc1 (stereo not given) | -1 | -7
N=c1n(CCO)c2ccccc2n1Cc1ccc(Cl)c(Cl)c1 | -8 | 13
Cc1ccc(C(=O)N2CC=C(C(=O)NC(C)(C)C)CC2)cc1 | -1 | 14
COc1ccc2nc3sc(C(=O)Nc4ccc(OC)c(Cl)c4)cc3cc2c1 | -7 | 4
O=c1ccc(-c2noc(-c3cccc4[nH]ccc34)n2)c[nH]1 | 10 | -6

4 records drawn at random from the list so far:
SMILES | Pf apPOL block | mHTT CaM bind
N#Cc1c(NC(=O)c2ccc([N+](=O)[O-])cc2C(=O)O)sc2c1CCCC2 | 6 | 6
CCCCOc1ccc(C)cc1CN(CCO)CCO | -4 | -3
N=c1n(CCO)c2ccccc2n1Cc1ccc(Cl)c(Cl)c1 | -8 | 13
CCOc1ccccc1/C=c1\sc2nc(-c3ccc(OC)cc3)nn2c1=O | 1 | -2

Next records.
SMILES | Pf apPOL block | mHTT CaM bind
COCCn1c(C2CCN(C(=O)Nc3ccc(C)cc3C)C2)nc2cccnc21 (stereo not given) | -6 | 2
O=C1CCCCCN1C(=O)c1ccc(Cl)cc1 | -9 | -8
Cc1nnc(N2C(=O)C(=O)C(=C(O)c3ccc(F)cc3)C2c2ccc(Cl)c(Cl)c2)s1 (stereo not given) | -2 | 24
CC=C(C(C)=NO)c1ccccc1 | -3 | nt
COc1ccc(CNCc2ccccc2C(F)(F)F)cc1 | -1 | -9
COc1ccc(Nc2cc(C)nc3nnnn23)cc1 | 2 | 8
CC(=Nc1ccccn1)C1=C(O)c2ccccc2C1=O | 3 | 8
CS(=O)(=O)Nc1cccc(NC(=O)Cn2nc(-n3cccn3)ccc2=O)c1 | -9 | -4
COc1ccccc1CNC(=O)C1CCc2sc(C(=O)N(C)C)cc2C1 (stereo not given) | -2 | -2
O=C(CC1Sc2ccc(C(F)(F)F)cc2NC1=O)NCc1ccccc1 (stereo not given) | 0 | -4
COc1cccc(CN2CCCC2c2cc(C(C)C)on2)c1O (stereo not given) | 5 | 15
CN(C)C(=O)Cn1c(=NC(=O)c2ccccc2F)sc2ccccc21 | 2 | -7
N#Cc1sc2sc(C#N)c(-c3cccs3)c2c1N | -13 | nt
Cc1ccccc1CNC(=O)c1ccc2c(c1)nc1n2CCN(C(C)C)C1=O | 1 | 0
COc1ccc(C2CC(=O)C3=C(C2)Nc2ccccc2NC3c2ccc(C)s2)cc1 (stereo not given) | -13 | 22
c1nc2c(c(N3CCCCC3)n1)CCC2 | -5 | -4
O=C(c1ccc(-c2nc(-c3ccc(F)cc3)no2)cc1)N1CCOCC1 | -11 | -7
CC(C)C(=O)Nc1ccc(C2(C(=O)N3CCCCC3)CCCCC2)cc1 | 7 | -4
COc1ccc(S(=O)(=O)Nc2c(C)n(C)n(-c3ccccc3)c2=O)cc1[N+](=O)[O-] | -13 | -2
CC(=O)OCC1(O)CC23CCC4c5ccoc5CCC4(C)C2CCC1C3 (stereo not given) | -10 | nt
COc1ccc(C2C3=C(CC(C)(C)CC3=O)NC3=C2C(=O)CC(C)(C)C3)cc1C(=O)O | -14 | 8
CCC(C)NC(=O)C1CCN(c2cncnc2N(C)C)CC1 (stereo not given) | -4 | -1
CC(=O)N1CCC2(CC1)N=C(c1ccc3c(c1)OCO3)CC(c1ccccc1O)N2 (stereo not given) | 8 | 18
O=C1OC(/C=C/c2cccc(Cl)c2Cl)=NC/1=C\c1ccco1 | 0 | 11
Cc1cc(=O)n(CC(=O)N2CCCc3ccccc32)c(N2CCCCC2)n1 | -3 | -6
CCOc1cc(C2Nc3ccc4ncccc4c3C3=C2C(=O)CCC3)ccc1O (stereo not given) | -2 | -7
CN(C)c1ccc(-c2nc3n(c(=O)c2C#N)CCS3)cc1 | -2 | -9
COC(=O)CC(=NNC(=O)c1ccccc1N)C(=O)OC | -1&6 | nt
CCOc1coc(C(=O)NC2CCCC2)cc1=O | 8 | 2
Cc1ccc(-c2csc(NC3OC(=O)c4ccccc43)n2)c(C)c1 (stereo not given) | -6 | 10
COc1ccccc1C(=O)N1CCCC(COc2ccc(C(=O)N3CCCC3)cc2)C1 (stereo not given) | 6 | 5
COc1cc(OC)cc(C(=O)Nc2ccc(C)cc2Br)c1 | -1 | -18
Cc1ccc(NC(=O)c2ccc(-c3ccccc3)cc2)nc1 | -1 | -34
O=[N+]([O-])c1ccc(N=Cc2ccc(Br)o2)cc1 | nt | 24
O=[N+]([O-])c1cccc(N=Cc2ccc(Br)c([N+](=O)[O-])c2)c1 | -5 | 0
COc1ccccc1Cn1c(C(C)O)nc2ccccc21 (stereo not given) | 0 | 3
O=C(NC1CCCCCCC1)C1c2ccccc2C(=O)N1CCc1ccccc1 (stereo not given) | -40 | 8
Nc1ccc(S(=O)(=O)NCc2cccnc2)cc1 | 4 | -8
CC(=O)N1CCN(c2nc3c(s2)CC(C(=O)NCc2cc(C)ccc2C)CC3)CC1 (stereo not given) | 1 | 36
CCCN(C)C(=O)CCC1CCN(c2cc(NC3CC3)ncn2)CC1 | 1 | 3

A different layout for part of the listing above:
Below each SMILES: Pf apPOL block | mHTT CaM bind
Cc1ccc(NC(=O)c2ccc(-c3ccccc3)cc2)nc1
    -1 | -34
O=C(NC1CCCCCCC1)C1c2ccccc2C(=O)N1CCc1ccccc1 (stereo not given)
    -40 | 8
COC(=O)CC(=NNC(=O)c1ccccc1N)C(=O)OC
    -1&6 | nt
CCOc1cc(C2Nc3ccc4ncccc4c3C3=C2C(=O)CCC3)ccc1O (stereo not given)
    -2 | -7

Continued.
SMILES | Pf apPOL block | mHTT CaM bind
Cc1ccc(-c2nc3s/c(=C\c4ccc(N(C)C)cc4)c(=O)n3n2)cc1 | -2 | 1
CN(C)C(=O)c1cc2c(s1)CCC(C(=O)Nc1ccc(Cl)cc1)C2 (stereo not given) | -3 | 9
O=C(Cc1c[nH]c2ncccc12)NCC1CCCCC1 | -4 | -6
N#CC1(C#N)C2CCCCC23OC(=N)C1(C#N)C(c1cccc(F)c1)O3 (stereo not given) | -2 | -4
CC(=O)OCC1OC(NC(=S)NN)C(OC(C)=O)C(OC(C)=O)C1OC(C)=O (stereo not given) | 1 | nt
Cc1cc(NC(=O)Cn2nc(C)c([N+](=O)[O-])c2C)n(C)n1 | -4 | 1
CC(C)(C)c1ccccc1OCC(=O)NN | 3 | -5
COc1ccc(CCNC(=O)C2CCCN(S(=O)(=O)c3cccs3)C2)cc1OC (stereo not given) | -2 | 1
C=C1[C@@H](O)CN(Cc2ccc(OC)cc2)S1(=O)=O | 0 | -10
COc1cc(NS(=O)(=O)c2ccc(N=Cc3ccc(OC)c(O)c3)cc2)nc(OC)n1 | -4 | -5
Cc1ccc(C(=O)NC(N)=Nc2nc3ccccc3o2)cc1 | 2 | 9
CC(=O)c1ccc(N=C(N)N)cc1 | -2 | -1
CCc1noc(-c2cccnc2N2CCCN(C(=O)c3ccccc3OC)CC2)n1 | -1 | 3
O=C(NCc1ccsc1)c1ccc(F)cc1Cl | -7 | -10
Cc1ccc(NC(=O)c2c(O)c3ccccc3n(C)c2=O)nc1 | 4 | 9
Cc1cc(C(=O)NNS(=O)(=O)c2ccc(F)c(Cl)c2)nn1-c1c(Cl)cc(Cl)cc1Cl | -9&1 | nt
Fc1ccccc1CN1CCc2nc(N3CCN(c4ccccc4)CC3)ncc2C1 | 4 | 34
O=[N+]([O-])c1ccc(C=NCC23CCC4CC(CC(C4)C2)C3)cc1 | 0 | -6
CC(=NO)c1ccn(S(=O)(=O)c2ccc(Cl)cc2)c1 | 0 | nt
O=C(O)c1cccc(N=Cc2cccc([N+](=O)[O-])c2O)c1 | 83* | -3
